# From PubChem
# APJ antagonist: antagonists of human APJ apelin receptor; CHO-K1 APJ beta-arrestin complementation, luminescence; inhibition, % at 20 µM; hit rate 0.32% among 330,000; AID 2521;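 active means inhibition above about 40% at 20 µM, limit read from the data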;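 further: cells challenged with 10 nM apelin-13 agonist together with compound; plate controls were apelin-13 plus DMSO wells for no effect and DMSO wells lacking apelin-13 for full effect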
# Target sequence (P35414 whole entry, looked up): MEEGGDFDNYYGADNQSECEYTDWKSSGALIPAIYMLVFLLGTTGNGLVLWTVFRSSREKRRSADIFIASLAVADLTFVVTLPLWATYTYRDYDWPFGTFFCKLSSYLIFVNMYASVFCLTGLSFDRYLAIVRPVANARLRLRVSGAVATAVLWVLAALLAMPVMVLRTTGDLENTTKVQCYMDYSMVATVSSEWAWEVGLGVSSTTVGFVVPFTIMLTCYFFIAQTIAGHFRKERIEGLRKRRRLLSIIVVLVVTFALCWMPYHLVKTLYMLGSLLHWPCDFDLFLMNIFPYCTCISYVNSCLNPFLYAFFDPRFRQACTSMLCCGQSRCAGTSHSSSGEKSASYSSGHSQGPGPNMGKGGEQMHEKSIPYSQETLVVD
# ATG4B inhibitor: inhibitors of human ATG4B cysteine protease | ATG4B cleavage of LC3-PLA2, NBD-HPC fluorescence, 1 h | inhibition, % at 8.33 µM | hit rate 0.51% among 340,000; in the data active means inhibition above about 40%
# UBC13 polyUb: inhibitors of human UBC13 polyubiquitin chain formation. hit rate 0.47% among 330,000. inhibition, % at 20 µM. P61088. TR-FRET. AID 485273; in the data active means inhibition above about 45%, passing the limit was not always enough
# Target sequence (P61088 whole entry, looked up): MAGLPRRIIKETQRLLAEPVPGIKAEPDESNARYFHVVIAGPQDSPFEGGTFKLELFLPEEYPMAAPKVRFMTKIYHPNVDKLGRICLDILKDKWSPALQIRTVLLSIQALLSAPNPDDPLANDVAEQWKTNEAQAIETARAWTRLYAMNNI
# EBI2 block: blocks human EBI2 receptor beta-arrestin signaling | inhibition, % at 5 µM | EBI2 beta-arrestin recruitment, luminescence, 7a,25-OHC stimulated | hit rate 0.81% among 360,000 | P32249; in the data active means inhibition above about 38%;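 further: enzyme fragment complementation signal reports receptor beta-arrestin coupling in cells; 0% = agonist plus DMSO wells and 100% = wells without agonist; some results beyond the cut were filed as inactive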
# Target sequence (P32249 whole entry, looked up, the tested form may be a part): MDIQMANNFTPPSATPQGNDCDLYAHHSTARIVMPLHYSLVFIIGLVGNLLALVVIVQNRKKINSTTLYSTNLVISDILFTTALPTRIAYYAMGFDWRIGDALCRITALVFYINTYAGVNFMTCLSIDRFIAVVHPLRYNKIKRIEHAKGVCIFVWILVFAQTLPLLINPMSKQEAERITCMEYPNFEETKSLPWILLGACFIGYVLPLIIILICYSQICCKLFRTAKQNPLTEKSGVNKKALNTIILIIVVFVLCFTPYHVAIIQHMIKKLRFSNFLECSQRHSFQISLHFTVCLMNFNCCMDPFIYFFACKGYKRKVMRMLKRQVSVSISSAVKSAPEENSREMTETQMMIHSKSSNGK
# APJ agonist: APJ receptor agonism; hit rate 0.11% among 330,000; AID 2520; CHO-K1 APJ PathHunter beta-arrestin, luminescence; 0% DMSO wells, 100% apelin; activation, % at 20 µM;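 active means activation more than six SD over the plate average, tested at 20 µM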;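 further: 0% = DMSO alone and 100% = apelin-13 at 10 nM; some results filed as inactive read as strong as hits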
#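 Assay system: CHO-K1 APJ beta-arrestin complementation cell line / Compound: single test compound dose, 20 µM final, 1% DMSO / Times: overnight seeding, 90 min compound at 25 °C, 1 h detection / Technique: beta-gal luminescence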
# Gli-Sufu block: antagonists of Gli-Sufu signaling; Sufu-KO-LIGHT fibroblasts, Gli luciferase reporter luminescence; inhibition, % at 5 µM; hit rate 0.74% among 340,000;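 active means inhibition above about 55%, limit read from the data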;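 further: 0% = DMSO-treated cells and 100% = wells with medium but no cells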
# CCR6 antag: blocks CCL20-driven beta-arrestin recruitment at human CCR6. AID 493098. inhibition, % at 20 µM. hit rate 0.49% among 340,000. CHO-K1 CCR6 PathHunter beta-arrestin, luminescence, CCL20-stimulated;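 active means compounds whose inhibition of the agonist-driven luminescence signal at 20 µM reaches about 50%, limit read from the data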;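 further: cells stimulated with CCL20 at 14 nM final; plate controls were DMSO with CCL20 for no effect and DMSO without agonist for full effect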
# CXCR6 inh: inhibitors of human CXCR6 receptor; O00574; CHO-K1 PathHunter CXCR6 beta-arrestin, luminescence; inhibition, % at 20 µM; hit rate 0.36% among 360,000; in the data active means inhibition above about 34%, passing the limit was not always enough;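 further: antagonist mode with CXCL16 agonist at 10 nM final; 0% = 10 nM CXCL16 with DMSO and 100% = unstimulated wells without agonist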
# * = called active by the depositor; x = not tested or not shown.
SMILES,APJ antagonist,ATG4B inhibitor,UBC13 polyUb,EBI2 block,APJ agonist,Gli-Sufu block,CCR6 antag,CXCR6 inh
O=C(CN1CCN(c2ccc(F)cc2)CC1)Nc1nnc(-c2ccccc2)s1,19,1,-9,4,3,0,-18,9
O=C(O)c1ccc2c(c1)C(=O)N(c1cc(C(=O)O)ccc1Br)C2=O,1,7,5,2,-4,-2,-1,-2
Cc1ccc(OCc2nnc(SCC(=O)NCc3ccccc3)n2C)cc1,27,4,6,7,-4,1,-23,5
CCN1CCN(c2ccc(S(=O)(=O)N3CCCCC3)cc2NC(=O)COc2cc(C)ccc2Cl)CC1,-3,0,2,12,-1,27,20,19
CC(C)(C)CC(=O)OCC(=O)Nc1cc(C(C)(C)C)nn1-c1ccccc1,5,-4,4,1,-4,9,12,-4
O=C(CCN1C(=O)S/C(=C/c2ccccc2)C1=O)Nc1ccc(C(=O)O)c(O)c1,2,-4,-22,9,6,5,16,-6
CC(=Nc1cccc(O)c1)c1sc2ccccc2c1O,-20,-9,2,-4,0,-9,14,-5
O=C(CSc1nc2ccccc2o1)NC1CCS(=O)(=O)C1 (stereo unspecified),-5,2,7,-5,-3,-2,2,-1
CCc1ccc(O)c(CNCCNCc2cc(CC)ccc2O)c1,28,-6,64*,-4,4,28,-2,0
O=C(CN1C(=O)S/C(=C\c2ccc(Cl)cc2)C1=O)NNC(=O)c1ccccc1O,x,11,x,14,x,3,7,-2
CCOC(=O)c1sc2nc(CC(=O)OC)nc(NCc3ccco3)c2c1C,x,-3,x,-3,x,13,12,9
Cc1[nH]c2ccccc2c1C(c1ccncc1)N1CCN(c2ccccc2F)CC1 (stereo unspecified),0,-11,0,25,0,7,-23,1
Cc1ccc(N2C(=S)NC3c4cc(Cl)ccc4OC2(C)C3C(=O)N(C)C)cc1 (stereo unspecified),-5,-5,0,-1,-1,8,22,10
CCOC(=O)c1nnsc1C(OC)Oc1ccccc1 (stereo unspecified),x,-5,x,5,x,17,10,3
C/C(=N\OC(=O)NC1CCCCC1)c1sc(-c2ccccc2)nc1C,-1,-10,-7,23,0,-20,2,-4
Cc1c(NC(=O)C(C)OC(=O)COc2ccc(C#N)cc2)c(=O)n(-c2ccccc2)n1C (stereo unspecified),15,-1,5,2,3,-5,11,4
COC(=O)C1C(O)=C(C=Nc2ccccc2)C(=O)CC1(C)C (stereo unspecified),-7,-12,-13,-9,0,6,9,-8
COc1ccc(NC(=O)COC(=O)Cc2ccc(-c3ccccc3)cc2)c(OC)c1,2,3,1,5,1,-6,2,-4
CC(C)CN(C(=O)CSc1nc2ccccc2c(=O)n1C)C1CCS(=O)(=O)C1 (stereo unspecified),6,0,2,11,-4,8,4,3
NC(=O)c1ccccc1OCc1cccc2ccccc12,1,-7,8,-4,-2,4,11,-3
CCS(=O)(=O)c1nc(S(=O)(=O)c2ccc(C)cc2)c(NCc2ccccn2)s1,2,-6,-2,0,-3,1,-7,-4
COc1ccc(C2CC(c3cc(Br)ccc3F)n3nnnc3N2)cc1 (stereo unspecified),9,-10,-5,1,-3,10,13,6
O=c1nc2n(c3sc4c(c13)CCCC4)C(CBr)CS2 (stereo unspecified),-21,-18,2,2,-3,13,18,7
CCOC(=O)N/N=C/c1ccc(F)cc1F,11,-5,8,0,-3,1,5,0
O=[N+]([O-])c1ccc2ccn(C3OCC(O)C(O)C3O)c2c1 (stereo unspecified),-15,-1,-2,-8,-1,38,0,-1
CCOc1cc(C(=O)NCCOC)ccc1OC,19,-2,-1,-8,-3,-1,-16,-14
COc1ccc(C2=NN(CC(=O)Nc3ccccc3C)C(=O)CC2)cc1,-7,-5,-4,-12,-1,-3,2,2
CC(=O)N1c2ccc(S(=O)(=O)NCC3CCC(C(=O)NC4CCC(C)CC4)CC3)cc2CC1C (stereo unspecified),15,-2,3,-8,11,38,8,-6
CC1CN=C(N(Cc2ccccc2)C(=O)Nc2ccccc2)S1 (stereo unspecified),-2,7,-12,7,-1,-17,8,-7
c1ccc(C(CN2CCOCC2)c2ccccc2)cc1,-7,-4,5,6,-6,1,-13,8
Cn1cccc1/C=C1\CCc2ccccc2C1=O,9,22,-6,-2,-4,-61,14,1
O=C(N/N=C/c1cc(Br)c(O)c(Br)c1)c1cccc(C(F)(F)F)c1,-15,2,1,-8,-1,-6,-7,-1
O=C(N/N=C/c1ccccc1OC(F)F)c1cc(-c2ccncc2)nc2ccccc12,3,-2,-18,-13,1,-10,7,9
Cc1ccc(CNC(=O)Nc2ccc(OC(F)(F)F)cc2)n1C,10,-8,3,0,-2,-1,3,-5
CCc1ccc(C2=NN(S(C)(=O)=O)C(c3cccs3)C2)cc1 (stereo unspecified),-10,14,-1,-1,1,-123,8,4
CC1Cc2cc(-c3csc(NC(=O)Cc4ccccc4)n3)ccc2N1S(C)(=O)=O (stereo unspecified),4,-10,0,10,1,2,-3,-6
CNS(=O)(=O)c1cccc(C(=O)OCc2cc(=O)n3cc(Br)ccc3n2)c1,13,4,-5,-6,-2,0,-6,2
COc1cccc(NC(=O)Cn2cc(C#N)c3ccccc32)c1,4,-9,7,2,-3,7,-9,-9
CCC(C)n1[nH]c(=O)c2c(C)cc(C)nc21 (stereo unspecified),-12,4,-2,2,1,3,-8,7
O=C(COc1ccc(S(=O)(=O)N2CCCC2)cc1)NCc1ccccn1,16,-12,-3,-1,1,3,12,-2
CC(C)Cc1nc2oc3c(N4CCN(CCO)CC4)ncnc3c2c2c1CCCC2,-1,-15,39,51*,-4,19,17,5
NNC(=O)CNc1cccc(Br)c1,1,3,4,7,-3,-7,-2,0
Cc1noc(/C=C/c2cccs2)c1S(=O)(=O)N1CCC(C(=O)NCCCN2CCC(C)CC2)CC1,7,-12,49*,1,-2,37,26,5
COC(=O)c1ccc(Cn2nnc3c(=O)[nH]c(C4CCCN(S(=O)(=O)c5ccccc5Cl)C4)nc32)cc1 (stereo unspecified),6,1,6,12,-6,13,-1,-4
COc1cc(/C=C/C(=O)OCC(=O)N2CCC(Cc3ccccc3)CC2)ccc1O,-14,-1,21,-6,1,3,18,-3
CC(=O)c1cccc(Nc2c([N+](=O)[O-])c(=O)oc3ccccc23)c1,17,7,-9,5,-3,6,15,13
COc1ccc(OCC(=O)N/N=C/C2CC=CCC2)cc1 (stereo unspecified),-9,2,2,11,-3,1,10,2
CCC(C)Nc1nc(CN2CCOCC2)nc2sc3c(c12)CCC3 (stereo unspecified),10,-7,4,10,-3,-29,10,4
Cc1nc2sc3c(c2c2nnc(SCC(=O)NCc4ccco4)n12)CCCC3,8,32,6,0,-2,-7,16,3
CCOP(=O)(OCC)C(NC(=O)c1ccc(OC)c(OC)c1)c1ccccc1 (stereo unspecified),1,-3,11,0,-3,9,2,2
# Additional records follow.
SMILES,APJ antagonist,ATG4B inhibitor,UBC13 polyUb,EBI2 block,APJ agonist,Gli-Sufu block,CCR6 antag,CXCR6 inh
CS(=O)(=O)N(CC(=O)N1CCCCCC1)c1ccc(Cl)cc1,-24,-4,-8,-14,-4,12,-2,9
COc1ccc2c(c1)C(=O)OC2CC(=O)O (stereo unspecified),1,-7,0,-10,-3,-2,-1,10
COc1cc(C(=O)NCC(c2cccnc2)N2CCN(c3ccc(F)cc3)CC2)cc(OC)c1OC (stereo unspecified),-4,-2,3,-1,-3,6,10,-6
S=C(NCCCN1CCOCC1)Nc1ccc(Cl)cc1,-24,-6,-10,-2,-2,-1,7,74*
O=C(NCc1ccncc1)C(=O)NCC1OCCN1S(=O)(=O)c1ccc(Br)cc1 (stereo unspecified),19,2,2,-1,-5,1,0,-3
COc1ccc(C(=O)N/C(=C\c2cn(C)c3ccccc23)C(=O)N2CCN(C)CC2)cc1,21,-3,-6,-9,-1,-14,19,5
CC1CCCCN1C(=O)Cn1nnc(-c2cccnc2)n1 (stereo unspecified),0,-5,-4,-13,-5,0,1,-2
COCc1nc(-c2ccc(-c3ccc(OC)cc3)nc2OC)no1,-18,0,7,9,2,-24,-4,9
C=C1CCN(Cc2ccccc2)S(=O)(=O)c2ccccc21,5,7,9,14,-3,9,16,2
O=C1c2oc3ccc(Cl)cc3c(=O)c2C(c2ccccn2)N1CCCN1CCOCC1 (stereo unspecified),16,-19,1,x,-3,7,5,x
Cc1ccc(OCC(=O)NNC(=O)Cn2nnc(-c3ccccc3)n2)cc1,-9,14,6,-2,-4,-10,2,1
Cc1ccc(S(=O)(=O)NCC(=O)N(CC(=O)NCc2ccco2)Cc2cccs2)cc1,-13,-15,10,0,-4,5,6,-5
CCCCCOC(=O)CSc1nnc(-c2cc(OC)c(OC)c(OC)c2)o1,5,-5,-4,-6,-2,1,-7,0
Cn1c(SCC(=O)NC2CC2)nnc1-c1ccccc1Cl,-47,-4,-5,11,-5,2,-1,4
Cc1[nH]c2ccccc2c1C(O)c1ccncc1 (stereo unspecified),-22,8,-7,-14,1,-1,-3,-6
Cc1ccc(NC(=O)CN2C(=O)S/C(=C\c3ccc(C(=O)O)cc3)C2=O)cc1,x,2,x,2,x,3,-6,-3
COc1ccc(CCNS(=O)(=O)c2ccc3c(c2)CCCC3)cc1OC,-11,5,10,-2,-1,5,2,2
Cc1ccnc(NC(=O)C(C)N2C(=O)c3ccccc3C2=O)c1 (stereo unspecified),10,-7,4,-3,-1,-2,3,4
Cc1cccc(NC(=O)c2cc(-c3cccnc3)nc3c(C)cccc23)n1,-12,9,11,-8,0,6,15,3
Cc1ccc(NC(=O)CN(C)C(=O)Cn2cc(C(F)(F)F)cc(Cl)c2=O)cc1,-3,-19,-5,-8,-1,2,-6,-5
S=C(NCc1ccco1)Nc1ccc2c(c1)OCCO2,-16,-12,-3,2,-3,-41,0,1
CN(C)CCCOC(=O)c1ccccc1Cl,16,0,-1,-8,0,5,4,-1
CCOC(=O)c1ccc(NC(=O)CN2C(=O)C3C4C=CC(C4)C3C2=O)cc1 (stereo unspecified),-24,-13,8,1,7,5,12,7
O=c1oc(-c2ccccc2)nc2sc3c(c12)CCCC3,-3,0,-9,14,-4,-45,13,-4
COC(=O)c1cnc(Nc2cccc(C(F)(F)F)c2)c([N+](=O)[O-])c1,-27,-3,-7,11,6,6,-6,-6
CC1(C)CC(NC(=S)NC2CC2)CC(C)(C)N1,-10,3,1,-9,-3,-9,5,-2
CCN(CC)S(=O)(=O)c1cccc(NC(=O)COc2ncnc3sccc23)c1,15,-1,-12,9,-3,7,11,-5
CCCN(CC(=O)Nc1ccc(OC)c(OC)c1)CC(=O)Nc1ccc(F)c(F)c1F,0,-6,0,-4,-3,35,14,0
O=[N+]([O-])c1cc([N+](=O)[O-])c(N2CCCCCC2)cc1NCCO,18,-9,3,11,-4,-3,30,14
COc1ccc(Cl)cc1NC(=S)Nc1cccnc1,10,3,7,0,0,4,-1,5

# Among those listed so far, these contain a furan ring, fused or not:
SMILES,APJ antagonist,ATG4B inhibitor,UBC13 polyUb,EBI2 block,APJ agonist,Gli-Sufu block,CCR6 antag,CXCR6 inh
CCOC(=O)c1sc2nc(CC(=O)OC)nc(NCc3ccco3)c2c1C,x,-3,x,-3,x,13,12,9
CC(C)Cc1nc2oc3c(N4CCN(CCO)CC4)ncnc3c2c2c1CCCC2,-1,-15,39,51*,-4,19,17,5
Cc1nc2sc3c(c2c2nnc(SCC(=O)NCc4ccco4)n12)CCCC3,8,32,6,0,-2,-7,16,3
Cc1ccc(S(=O)(=O)NCC(=O)N(CC(=O)NCc2ccco2)Cc2cccs2)cc1,-13,-15,10,0,-4,5,6,-5
S=C(NCc1ccco1)Nc1ccc2c(c1)OCCO2,-16,-12,-3,2,-3,-41,0,1

# Structural class: the entries above with a nitro group on carbon.
SMILES,APJ antagonist,ATG4B inhibitor,UBC13 polyUb,EBI2 block,APJ agonist,Gli-Sufu block,CCR6 antag,CXCR6 inh
O=[N+]([O-])c1ccc2ccn(C3OCC(O)C(O)C3O)c2c1 (stereo unspecified),-15,-1,-2,-8,-1,38,0,-1
CC(=O)c1cccc(Nc2c([N+](=O)[O-])c(=O)oc3ccccc23)c1,17,7,-9,5,-3,6,15,13
COC(=O)c1cnc(Nc2cccc(C(F)(F)F)c2)c([N+](=O)[O-])c1,-27,-3,-7,11,6,6,-6,-6
O=[N+]([O-])c1cc([N+](=O)[O-])c(N2CCCCCC2)cc1NCCO,18,-9,3,11,-4,-3,30,14
